Pf Dd2 inh – blocks growth of Plasmodium falciparum Dd2 parasites; P. falciparum Dd2 growth, SYBR Green, 72 h; stronger effect = lower value; activity change, % at 10 µM; 94,000 tested, 2.3% active; in the data active means activity change below about -80%; inconclusive means no clear call, values can overlap the other calls
C diff growth – C. difficile growth inhibition; Clostridium difficile clinical isolate growth, OD600, 24 h; stronger effect = lower value; growth activity, negative = inhibition, % at 16 µg/mL (by protocol); 86,000 tested, 0.25% active; AID 1259249;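 active means mean growth activity at or below -80% and every replicate also at or below -80%; inconclusive means mean at or below -80% but some replicate above -80%; inactive means mean growth activity above -80%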;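 further: 0% = DMSO wells and -100% = levofloxacin 16 µg/mL wells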
T cruzi growth – T. cruzi proliferation inhibition; T. cruzi beta-gal in NIH3T3, GalScreen luminescence, 90 h; inhibition, % at 8.34 µM; 77,000 tested, 5.9% active;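 active means mean inhibition above about 93%, with at least 55% of replicates each passing it, limit read from the data, passing the limit was not always enough; inconclusive means only one of those two conditions holds; inactive means neither condition holds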
KDM4C inh – inhibitors of human demethylase GASC-1 KDM4C; GST-KDM4C 2-372, H3K9me3 peptide, LANCE TR-FRET; inhibition, % at 12.5 µM; 96,000 tested, 0.15% active;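 active means mean replicate inhibition above about 25%, with at least 55% of replicates also reaching it, limit read from the data, passing the limit was not always enough; inconclusive means only one of those two conditions met; inactive means neither condition met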
Target sequence (Q9H3R0 2-372 limits assumed): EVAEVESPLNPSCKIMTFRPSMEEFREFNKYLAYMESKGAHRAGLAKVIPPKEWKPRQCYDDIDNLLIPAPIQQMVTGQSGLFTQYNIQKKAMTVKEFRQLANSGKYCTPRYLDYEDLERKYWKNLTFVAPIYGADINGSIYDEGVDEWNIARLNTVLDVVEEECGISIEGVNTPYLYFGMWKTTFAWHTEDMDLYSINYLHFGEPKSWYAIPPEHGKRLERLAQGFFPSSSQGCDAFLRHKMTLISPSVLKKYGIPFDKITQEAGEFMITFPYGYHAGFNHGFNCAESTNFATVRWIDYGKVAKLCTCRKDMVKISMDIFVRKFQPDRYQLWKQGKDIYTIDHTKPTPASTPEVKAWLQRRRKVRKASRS
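System – N-terminal GST-fused human GASC-1 (KDM4C) fragment, residues 2-372 · Input – enzyme final amount 10 nM · Technique – LANCE TR-FRET, Eu antibody, ULight-streptavidin, EDTA, ex 340 nm, em 618/671 nm · Medium – HEPES buffer, pH 7.5, plus ascorbate · Incubation – enzyme reaction 30 min, then detection 60 min, both room temperature · Reagent – H3K9me3 peptide with Fe(II)/2OG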
Starred values were filed as active, the others as inactive; ? = inconclusive; . = not tested or not shown; & = joins results of further samples.

Preview:
SMILES	Pf Dd2 inh	C diff growth	T cruzi growth	KDM4C inh
CC(=O)N(C)C[C@@H]1[C@H](c2ccc(-c3ccc(F)cc3)cc2)[C@H](CO)N1C(C)=O	-7	2	.	-0.5
COCC(=O)Nc1ccc2c(c1)C(=O)N(C)C[C@H](OC)[C@H](C)CN(Cc1cc(F)ccc1F)[C@@H](C)CO2	-78	.	85	0.3
COc1cccc(S(=O)(=O)N2CC[C@@H]3[C@H]2c2cc(C#Cc4ccccc4)ccc2N[C@@H]3CO)c1	-33	-5	6	-4.5
O=C(C[C@@H]1CC[C@H]2[C@@H](COC[C@@H](O)CN2S(=O)(=O)c2cccc(F)c2)O1)Nc1ccc(-c2ccccc2)cc1	4	-39	92	-1.1
CC(C)NC(=O)Nc1ccc2c(c1)C(=O)N([C@@H](C)CO)C[C@H](C)[C@@H](CN(C)Cc1ccc(C(=O)O)cc1)OCCCC[C@@H](C)O2	-80	1	20	1.2
COc1ccc(NC(=O)N[C@@H]2CC[C@H](CCNC(=O)c3ccccc3F)O[C@H]2CO)cc1	-9	6	1	-2.2

This part in full, repeating the preview:
SMILES	Pf Dd2 inh	C diff growth	T cruzi growth	KDM4C inh
CC(=O)N(C)C[C@@H]1[C@H](c2ccc(-c3ccc(F)cc3)cc2)[C@H](CO)N1C(C)=O	-7	2	.	-0.5
COCC(=O)Nc1ccc2c(c1)C(=O)N(C)C[C@H](OC)[C@H](C)CN(Cc1cc(F)ccc1F)[C@@H](C)CO2	-78	.	85	0.3
COc1cccc(S(=O)(=O)N2CC[C@@H]3[C@H]2c2cc(C#Cc4ccccc4)ccc2N[C@@H]3CO)c1	-33	-5	6	-4.5
O=C(C[C@@H]1CC[C@H]2[C@@H](COC[C@@H](O)CN2S(=O)(=O)c2cccc(F)c2)O1)Nc1ccc(-c2ccccc2)cc1	4	-39	92	-1.1
CC(C)NC(=O)Nc1ccc2c(c1)C(=O)N([C@@H](C)CO)C[C@H](C)[C@@H](CN(C)Cc1ccc(C(=O)O)cc1)OCCCC[C@@H](C)O2	-80	1	20	1.2
COc1ccc(NC(=O)N[C@@H]2CC[C@H](CCNC(=O)c3ccccc3F)O[C@H]2CO)cc1	-9	6	1	-2.2
O=C(c1ccccn1)N1CC[C@@H]2[C@H]1c1cc(-c3cccc(F)c3)ccc1N[C@@H]2CO	3	32	49	-0.8
O=C(C[C@@H]1C[C@H]2c3cc(NC(=O)c4cccnc4)ccc3O[C@H]2[C@H](CO)O1)NCc1ccccc1	5	.	16	3.4
N#Cc1ccc(-c2ccc3c(c2)[C@@H]2[C@@H](CCN2C(=O)C2CC2)[C@H](CO)N3)cc1	15	-13	97*	-1.0
CC(=O)N(C)C[C@@H]1Oc2cc(Br)ccc2S(=O)(=O)N([C@H](C)CO)C[C@@H]1C	38&19	6&5	-2&6	-0.1
CC(=O)N(C)C[C@H]1Oc2ncc(/C=C/c3ccccc3)cc2C(=O)N([C@H](C)CO)C[C@@H]1C	-7	-4	13	-0.7
CC(C)CC#Cc1cnc2c(c1)C(=O)N([C@@H](C)CO)C[C@H](C)[C@H](CN(C)C(=O)Cc1cccnc1)O2	7	.	-2	0.9
C[C@@H]1CN([C@H](C)CO)C(=O)c2cc(C#CC3CCCCC3)cnc2O[C@H]1CN(C)S(C)(=O)=O	-64	-15	47	-1.0
COc1ccccc1-c1ccc(C2[C@@H]3CN(S(=O)(=O)c4ccc(C)cc4)C[C@H]2N3)cc1 (stereo partly drawn)	-44&-17	-1&51	.	-3.1
C[C@H](CO)N1C[C@H](C)[C@@H](CN(C)C(=O)c2ccccc2)OCCCC[C@H](C)Oc2ccc(NC(=O)c3ccccc3)cc2C1=O	-16	-5	22	0.7
CC(C)C#Cc1ccc2c(c1)O[C@H](CN(C)C(=O)Nc1ccccc1)[C@H](C)CN([C@@H](C)CO)S2(=O)=O	-5	4	.	-3.3
O=C(C1CCOCC1)N1CC(=O)N2[C@H](C1)[C@H](c1ccc(-c3cccnc3)cc1)[C@@H]2CO	21	-5	.	-0.5
CCCC#Cc1ccc2c(c1)O[C@H](CN(C)Cc1ccccc1)[C@H](C)CN([C@@H](C)CO)S2(=O)=O	-6	.	.	-0.1
C[C@H](CO)N1C[C@H](C)[C@H](CN(C)C(=O)Nc2ccc(C(F)(F)F)cc2)Oc2c(NC(=O)c3ccncc3)cccc2C1=O	-21	-1	88	-1.8
CNC[C@H]1Oc2c(NC(=O)C3CC3)cccc2C(=O)N([C@@H](C)CO)C[C@H]1C	41	-9	5	-1.0
Cc1noc(C)c1NC(=O)N(C)C[C@@H]1OCc2cn(nn2)CCCC(=O)N([C@H](C)CO)C[C@H]1C	-8	0	1	.
CN1C(=O)c2cc(NC(=O)c3cccc(F)c3)ccc2OC[C@H]2O[C@@H](CC(=O)NCC3CC3)CC[C@H]21	23	1	.	6.0
COc1ccc(NC(=O)N2CC[C@@H]3[C@H]2c2cc(-c4cccc(F)c4)ccc2N(C)[C@H]3CO)cc1	22	23	83	1.0
CNC[C@H]1Oc2ccc(NC(=O)C3CC3)cc2CC(=O)N([C@H](C)CO)C[C@H]1C	11	4	2	-0.7
CCCC(=O)Nc1ccc2c(c1)C(=O)N(C)[C@H]1CC[C@@H](CC(=O)NCC3CCCCC3)O[C@@H]1CO2	0	0	3	-1.5

Following part
SMILES	Pf Dd2 inh	C diff growth	T cruzi growth	KDM4C inh
C[C@H]1CN([C@@H](C)CO)C(=O)c2cccc(NC(=O)NC3CCCCC3)c2O[C@@H]1CN(C)Cc1ccc(-c2ccccc2)cc1	-26	-2	26	0.2
CO[C@@H]1CN(C)C(=O)c2ccc(NC(=O)C3CC3)cc2OC[C@@H](C)N(CC2CC2)C[C@H]1C	-38	.	.	-0.2
C[C@@H]1CN([C@H](C)CO)C(=O)c2cc(NC(=O)Nc3cccc4ccccc34)ccc2O[C@@H](C)CCCCO[C@@H]1CN(C)Cc1ccncc1	-62	3	49	0.0
CO[C@H](CN(C)C(=O)c1ccc2c(c1)OCO2)[C@@H](C)CN([C@H](C)CO)S(=O)(=O)c1ccccc1	15	.	-12	0.2
CCN(C[C@@H]1[C@H](c2ccccc2)[C@@H](CO)N1C(=O)COC)S(C)(=O)=O	12	-7	-13	1.5
C[C@H]1CCCCO[C@H](CN(C)S(=O)(=O)c2ccccc2)[C@@H](C)CN([C@@H](C)CO)C(=O)c2cc(NS(=O)(=O)c3ccc(F)cc3)ccc2O1	-66	-9	97*	-1.6
Cc1ccc(S(=O)(=O)Nc2ccc3c(c2)CC(=O)N([C@H](C)CO)C[C@H](C)[C@H](CN(C)Cc2ccc(Cl)c(Cl)c2)O3)cc1	-2	6	59	-0.8
C/C=C/c1ccc([C@H]2[C@@H](CO)N(C(=O)COC)[C@H]2CNC(=O)C2CC2)cc1	10	-1	.	0.6
COCCNC(=O)C[C@@H]1CC[C@@H]2[C@@H](COc3ccc(NS(=O)(=O)c4ccc(Cl)cc4)cc3C(=O)N2C)O1	5	-4	14	1.6
CC(C)(C)[S@@](=O)N1Cc2cc(C(=O)N3CCCCC3)nc(-c3cccc(-c4ccc(C#N)cc4)c3)c2[C@H]1CCO	-17	.	88	-3.0
O=C(C[C@H]1C[C@H]2c3cc(NC(=O)NC4CCCC4)ccc3O[C@H]2[C@H](CO)O1)NCc1ccc(-c2ccccc2)cc1	-17	3	78	0.2
Cc1ccc(S(=O)(=O)N(C)C[C@@H]2Oc3cc(C4=CCCC4)ccc3S(=O)(=O)N([C@@H](C)CO)C[C@@H]2C)cc1	-71	4	.	-0.3
COc1ccc(S(=O)(=O)N(C)C[C@H]2Oc3ccc(NS(=O)(=O)c4c(C)noc4C)cc3C(=O)N([C@@H](C)CO)C[C@H]2C)cc1	-24	0	19	-5.6
CS(=O)(=O)Nc1ccc2c(c1)[C@@H]1C[C@@H](CC(=O)N3CCc4ccccc4C3)O[C@@H](CO)[C@@H]1O2	-3	-6	.	2.4
COc1ccc2c3c([nH]c2c1)[C@@H](CO)N(C(=O)C1CCCC1)CC31CN(S(C)(=O)=O)C1	16	-3	.	0.2
COc1ccc(S(=O)(=O)N(C)C[C@H]2Oc3ccc(NC(=O)C4CC4)cc3C(=O)N([C@H](C)CO)C[C@@H]2C)cc1	-8	5	-19	-0.3
O=C(C[C@@H]1CC[C@@H]2[C@H](COC[C@@H](O)CN2Cc2ccc(Oc3ccccc3)cc2)O1)N1CCc2ccccc2C1	-45	30&26	79	0.6
CC(C)NC(=O)N1[C@@H]2CNC[C@H]1C2c1ccc(/C=C/c2ccccc2)cc1 (stereo partly drawn)	0&-1	-8&45	.	0.2&-3.9
CC(C)C#Cc1ccc2c(c1)O[C@@H](CN(C)C(=O)Cc1ccccn1)[C@@H](C)CN([C@@H](C)CO)S2(=O)=O	-54	6	25	2.3
CCCC(O)C#Cc1cnc2c(c1)C(=O)N([C@H](C)CO)C[C@H](C)[C@H](CN(C)S(=O)(=O)c1ccccc1)O2 (stereo partly drawn)	4	1	14	3.4
COCC(=O)N(C)C[C@@H]1Oc2cc(C#C[C@H](C)O)ccc2S(=O)(=O)N([C@@H](C)CO)C[C@H]1C	.	-2	-2	-1.1
C[C@@H]1CN([C@@H](C)CO)S(=O)(=O)c2ccc(C3=CCCC3)cc2O[C@H]1CN(C)Cc1cccnc1	-12	3	?	-0.4
O=C(c1cccc(F)c1)N1CCCCN2[C@H](C1)[C@H](c1ccc(-c3ccc(F)cc3)cc1)[C@@H]2CO	21	27	83	.
O=C(c1cccnc1)N1CC(=O)N2[C@H](C1)[C@@H](c1ccc(-c3ccccc3F)cc1)[C@@H]2CO	-22	-1	.	0.8
COc1ccc(C#Cc2ccc([C@H]3[C@H](CO)N4C(=O)CN(C(=O)c5ccc(F)cc5)C[C@@H]34)cc2)cc1	7	36	.	0.7

Continued:
SMILES	Pf Dd2 inh	C diff growth	T cruzi growth	KDM4C inh
C[C@@H]1CN([C@H](C)CO)C(=O)c2cccc(NC(=O)c3ccc(-c4nccs4)cc3)c2O[C@@H]1CN(C)C(=O)Nc1ccccc1	-33	-3	46	-0.2
C[C@@H]1CN([C@H](C)CO)C(=O)c2cccc(NC(=O)CCCCCC(=O)Nc3ccccc3N)c2O[C@H]1CN(C)Cc1ccc(Oc2ccccc2)cc1	-92*	-4	.	-1.0
O=C(c1cccnc1)N1CC(=O)N2[C@H](C1)[C@@H](c1ccc(/C=C/c3ccccc3)cc1)[C@@H]2CO	-43	-6	.	0.1
C[C@@H]1CCCCO[C@H](CN(C)Cc2ccc(C(=O)O)cc2)[C@H](C)CN([C@@H](C)CO)C(=O)c2cc(NC(=O)c3ccccc3)ccc2O1	-51	-1	36	1.9
COc1ccc(-c2ccc([C@H]3[C@H]4CN(C(=O)C5CC5)CC(=O)N4[C@H]3CO)cc2)cc1	-50	-6	.	-0.6
C[C@H](CO)N1C[C@H](C)[C@H](CN(C)C(=O)NC2CCCCC2)OCc2ccccc2-c2ccccc2C1=O	-6	0	9	-1.1
C[C@H](O)C#Cc1ccc2c(c1)O[C@H](CN(C)CC1CC1)[C@H](C)CN([C@H](C)CO)S2(=O)=O	21	-2	5	1.3
C[C@@H]1CCCCO[C@H](CN(C)C(=O)Nc2ccc(F)cc2)[C@H](C)CN([C@H](C)CO)C(=O)c2cc(NS(C)(=O)=O)ccc2O1	-24	5	60	-0.3
O=C(Nc1ccc(-c2ccccc2)cc1)[C@@H]1[C@@H](CO)[C@@H]2Cn3c(cccc3=O)[C@H]1N2Cc1cccnc1	-4	-1	-1	-0.9
O=C(C[C@@H]1CC[C@@H]2NC[C@H](O)COC[C@H]2O1)Nc1ccc(-c2ccccc2)cc1	-13	13&8	-29	-3.0
C[C@@H]1CN([C@@H](C)CO)C(=O)c2cc(NC(=O)CCCCCC(=O)Nc3ccccc3N)ccc2O[C@H]1CN(C)C(=O)Nc1ccc(F)cc1	32	-9	.	-1.0
C[C@@H]1CN([C@H](C)CO)C(=O)c2cc(NC(=O)Nc3ccccc3)ccc2O[C@@H]1CN(C)C	-3	4	8	-0.8
COc1ccc(S(=O)(=O)N2CC[C@@H]3[C@H]2c2cc(-c4ccc(C#N)cc4)ccc2N[C@@H]3CO)cc1	-91*	3	89	0.2
CC(C)C#Cc1cnc2c(c1)C(=O)N([C@H](C)CO)C[C@H](C)[C@H](CN(C)C(=O)Nc1cccc(F)c1)O2	-22	.	-39	-3.6

Arranged by value in Pf Dd2 inh (high to low): four from the list above
| SMILES | Pf Dd2 inh |
| --- | --- |
| C[C@@H]1CN([C@@H](C)CO)C(=O)c2cc(NC(=O)CCCCCC(=O)Nc3ccccc3N)ccc2O[C@H]1CN(C)C(=O)Nc1ccc(F)cc1 | 32 |
| CCCC(O)C#Cc1cnc2c(c1)C(=O)N([C@H](C)CO)C[C@H](C)[C@H](CN(C)S(=O)(=O)c1ccccc1)O2 (stereo partly drawn) | 4 |
| CCCC#Cc1ccc2c(c1)O[C@H](CN(C)Cc1ccccc1)[C@H](C)CN([C@@H](C)CO)S2(=O)=O | -6 |
| C[C@H]1CCCCO[C@H](CN(C)S(=O)(=O)c2ccccc2)[C@@H](C)CN([C@@H](C)CO)C(=O)c2cc(NS(=O)(=O)c3ccc(F)cc3)ccc2O1 | -66 |

Screening data: PubChem, Broad Institute
